RAD54 branch – blocks human RAD54 Holliday junction branch migration | FAM/BHQ fluorescence | inhibition, % at 10.4 µM | actives 0.14% (n = 360,000) | Q92698;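 active = mean normalized replicate activity at least 40 and at least half of replicates scoring 40 or more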;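 note: 0% = median of neutral control wells and 100% = median of positive control wells; inhibitors cause a drop in the FAM fluorescence signal; in these data hits start at about 50%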
PglD DTNB – blocks C. jejuni PglD acetyltransferase activity | purified PglD enzyme, DTNB colorimetric CoA detection | inhibition, % at 12.5 µM | actives 0.098% (n = 360,000); in the data active = inhibition above about 16%, passing the limit was not always enough; note: strong numbers were not always called active
E-sel inducer – E-selectin induction on HUVECs. P16581. HUVEC E-selectin immunofluorescence imaging; normalized: neutral wells 0, TNF-alpha wells 100. activation, % at 7.58 µM. actives 0.37% (n = 260,000). AID 686992;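 active = mean E-selectin-positive cell signal at least 10% of the positive control, reached in at least 60% of replicates, without over 20% cell loss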;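 note: in these data hits start at about 27%; measured in HUVEC primary endothelial cells; signal is the percent of cells scored E-selectin positive by PE staining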
Target sequence (P16581 whole entry, looked up): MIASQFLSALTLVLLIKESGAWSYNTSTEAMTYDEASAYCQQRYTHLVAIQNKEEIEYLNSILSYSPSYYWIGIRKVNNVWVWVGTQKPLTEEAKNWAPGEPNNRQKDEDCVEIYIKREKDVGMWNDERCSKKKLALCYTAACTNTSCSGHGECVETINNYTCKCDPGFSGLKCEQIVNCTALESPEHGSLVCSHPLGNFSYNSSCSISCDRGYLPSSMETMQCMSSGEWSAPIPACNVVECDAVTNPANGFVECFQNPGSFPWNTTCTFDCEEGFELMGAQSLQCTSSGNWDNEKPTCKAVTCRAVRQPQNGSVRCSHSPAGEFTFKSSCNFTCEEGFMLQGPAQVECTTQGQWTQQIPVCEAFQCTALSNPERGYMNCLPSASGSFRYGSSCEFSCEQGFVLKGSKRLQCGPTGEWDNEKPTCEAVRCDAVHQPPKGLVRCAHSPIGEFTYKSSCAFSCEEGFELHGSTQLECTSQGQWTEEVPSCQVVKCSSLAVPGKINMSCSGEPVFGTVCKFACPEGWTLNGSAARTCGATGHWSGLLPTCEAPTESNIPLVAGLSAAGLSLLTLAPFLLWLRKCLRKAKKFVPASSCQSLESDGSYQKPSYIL
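assay system = HUVEC, human umbilical vein endothelial cells | input = 3,000 HUVEC seeded per well | medium = EGM-2 growth medium on 0.1% gelatin-coated wells | dosing = one compound dose added by pin transfer | signal = immunofluorescence imaging | read-out basis = % PE-positive cells | control set = TNF-alpha, DMSO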
ERAP1 inh – inhibitors of human ERAP1 aminopeptidase; Q9NZ08; recombinant ERAP1, Leu-AMC fluorescence, 60 min; inhibition, % at 10.7 µM; actives 0.15% (n = 340,000); AID 652197;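 active = mean replicate inhibition of at least 30%, or all replicates individually reaching that 30% level; inactive = mean below 30% and not every replicate reaching it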;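 note: 0% = neutral control wells and 100% = L-leucinethiol positive control wells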
RAD52 inh – RAD52 (human) annealing inhibition | actives 0.46% (n = 360,000) | recombinant RAD52 DNA annealing, FRET fluorescence | inhibition, % at 18.7 µM;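 active = every replicate showing at least 50% inhibition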
Target sequence (P43351 whole entry, looked up): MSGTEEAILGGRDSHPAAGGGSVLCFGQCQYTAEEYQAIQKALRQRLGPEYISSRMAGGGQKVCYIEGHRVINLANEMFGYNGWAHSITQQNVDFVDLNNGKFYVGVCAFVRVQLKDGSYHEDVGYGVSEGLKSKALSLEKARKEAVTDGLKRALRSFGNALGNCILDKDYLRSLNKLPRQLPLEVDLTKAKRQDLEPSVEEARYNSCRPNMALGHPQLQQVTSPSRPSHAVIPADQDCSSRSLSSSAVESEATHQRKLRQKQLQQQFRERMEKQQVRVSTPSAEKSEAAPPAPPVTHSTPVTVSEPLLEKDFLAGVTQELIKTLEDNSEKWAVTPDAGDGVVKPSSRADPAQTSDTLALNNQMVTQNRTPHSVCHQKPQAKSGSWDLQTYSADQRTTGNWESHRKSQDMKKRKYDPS
PGC1a acetyl inh – lowers PGC1a acetylation signal in U2OS cells. inhibition, % at 15.6 µM. actives 0.17% (n = 350,000). AlphaScreen anti-acetyl-lysine; with virally co-expressed GCN5 acetyltransferase. AID 651687;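 active = every replicate shows inhibition of at least 40%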;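 note: 0% = neutral control wells and 100% = positive control wells; some results beyond the cut were filed as inactive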
miR-122 sensor – inhibitors of miR-122 in Huh7 cells; activation (reporter increase), % at 12.5 µM; AID 602342; Huh7 miR-122 Renilla luciferase sensor, 48 h; neutral wells = 0, positive control = 100; actives 0.3% (n = 340,000);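 active = mean replicate activation score at least 90 and every replicate individually at or above 90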;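 note: higher luciferase means less miR-122 activity so hits act as miR-122 inhibitors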
Cneo AK release – causes C. neoformans cell lysis; adenylate kinase release luminescence, 4 h; normalised: neutral wells 0, clomiphene wells 100; lysis activity, % at 15 µM; actives 0.2% (n = 360,000);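 active = mean lysis activity across replicates of at least 80%, whatever share of replicates individually reach that level; inactive = mean lysis activity below 80%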
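Schedule: static 4 h at 37 °C with compound, 1 h detection; system: C. neoformans cells; benchmarks: Clomiphene as positive control; buffer or medium: fresh YPD medium; measure: luminescence rise reflecting yeast cell lysis; measured by: luminescent adenylate kinase detection reagent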
Starred values were filed as active, the others as inactive; . = no result given; & = joins results of further samples; [ ] = dose if it differs, or a comment.

canonical_smiles	RAD54 branch	PglD DTNB	E-sel inducer	ERAP1 inh	RAD52 inh	PGC1a acetyl inh	miR-122 sensor	Cneo AK release
COC(CNC(=O)c1ccc2c(c1)nc(C)n2-c1cccc(C)c1)OC	3	0	0.1	3	-7	-7	.	0
CCOC(=O)c1c(-c2ccccc2)oc2ccc(OCC(N)=O)cc12	8	0	0.1	2	10	.	-5	0
Cc1nc(Sc2ccc(Cl)cc2)c(C#N)c(C)c1[N+](=O)[O-]	-1	6	1.2	1	-14	-26	-4	-1
COc1ccc(S(=O)(=O)N[C@@H]2CC[C@@H](CCn3cc(C(C)C)nn3)O[C@H]2CO)cc1	2	1	-0.5	1	-7	1	-6[16.7 µM]	-3
Cn1c(=O)c2c(nc(NNC(=O)C(F)(F)F)n2C)n(C)c1=O	1	1	-0.4	.	-2	10	-2	-1
CNC[C@@H]1Oc2ccc(NC(=O)Nc3c(C)noc3C)cc2CC(=O)N([C@H](C)CO)C[C@H]1C	-1&0	-1&-2	0.0	0	5	1&2	0[16.7 µM]	33&2
Cc1csc(NC(=O)CCC(=O)N(CC(=O)NC2CCCCC2)c2ccccc2)n1	9	-1	0.0	1	-12	.	.	5
C#CCOCCOCCOCCNc1nc(N2CCN(C(=O)Cn3cc(CCCCN)nn3)CC2)nc(N2CCN(C(=O)Cn3cc(CC(C)O)nn3)CC2)n1 (stereo not given)	-14	13	-0.7	-9	-4	.	.	0
CCCNC(=O)C1(C)CCCN(C(=O)c2ccc3snnc3c2)C1 (stereo not given)	2	-2	0.0	-6	3	.	.	-7
CCC(=O)N1[C@H](CNC(C)=O)[C@H](c2ccc(-c3cccc(F)c3)cc2)[C@@H]1CO	2	-2	-0.1	-2	-28	5	7[16.7 µM]	-5
COc1ccc(N2CCN(C(=O)CCNS(=O)(=O)c3ccc(C)cc3)CC2)cc1	8	-6	.	2	-5	.	-4	0
CCOC(=O)C1CCN(C(=O)CSc2nc3ncccc3[nH]2)CC1	0	4	.	-2	-6	-10	-5	-1
CCOC(=O)c1ccccc1NC(=O)CN1C(=O)NC(C)(CCc2ccccc2)C1=O (stereo not given)	17	-6	-0.1	0	-14	.	.	-3
CSCC[C@H](NC(=O)c1ccc(Cl)c([N+](=O)[O-])c1)c1nc2ccccc2[nH]1	-3	-3	.	.	.	7	-5	2
CC(=O)N1CCC(=NNc2ccnc3cc(Cl)ccc23)CC1	-10	-2	.	3	-7	2	4	1
COc1ccc(-c2nc(CS(=O)CC(=O)NC3CCCCC3C)c(C)o2)cc1 (stereo not given)	-4	6	.	-3	-21	-9	3	3
Cc1ccc(Nc2nc(N)c3ccccc3n2)cc1C	19	-1	.	-59	12	-2	-11	-25
O=C(CCC(=O)N1CCSc2ccccc21)Nc1cccc(F)c1	0	2	.	0	-15	-9	-8	3
O=C(OCc1cccc(F)c1)c1cc2ccccc2cc1O	-16	6	-0.1	-1	-9	10	-6	-1
COc1cc(-n2cnnn2)ccc1S(=O)(=O)N1CCOCC1	7	2	.	.	.	.	15	0

In another format: results already given
Below each SMILES – RAD54 branch	PglD DTNB	E-sel inducer	ERAP1 inh	RAD52 inh	PGC1a acetyl inh	miR-122 sensor	Cneo AK release
Cc1ccc(Nc2nc(N)c3ccccc3n2)cc1C
    19	-1	.	-59	12	-2	-11	-25
CCOC(=O)C1CCN(C(=O)CSc2nc3ncccc3[nH]2)CC1
    0	4	.	-2	-6	-10	-5	-1

(cont.)
canonical_smiles	RAD54 branch	PglD DTNB	E-sel inducer	ERAP1 inh	RAD52 inh	PGC1a acetyl inh	miR-122 sensor	Cneo AK release
CCCCCC(=O)Nc1cccc(C2=NOC3(C2)C[C@@H](C(N)=O)N(C(=O)CC(c2ccccc2)c2ccccc2)C3)c1 (stereo not given in full)	-2	1	0.3	-1	-32	.	10	-6
COc1ccc(NC(=O)Nc2ccc3c(c2)C(=O)N([C@H](C)CO)C[C@H](C)[C@H](CN(C)Cc2ccncc2)OCCCC[C@@H](C)O3)cc1	-3	-2	2.0	2	12	4	2[16.7 µM]	-1
COc1ccccc1/C=N/NC(=O)c1nnn(-c2nonc2N)c1-c1ccccc1	-12	8	-4.4	-4	1	.	.	0
COc1ccc(-c2cn(CC[C@@H]3CC[C@@H](NC(=O)NC(C)C)[C@@H](CO)O3)nn2)cc1	0	2	0.5	2	-4	10	.	2
O=C(NNC(=O)c1cc(Br)ccc1Cl)c1csc(N2CCOCC2)n1	-3	2	.	2	-3	.	.	-1
O=C(C[C@H]1C[C@H]2c3cc(NS(=O)(=O)c4ccccc4)ccc3O[C@H]2[C@@H](CO)O1)NC1CCCCC1	-14	-3	0.0	0	6	-7	1[16.7 µM]	-1
CC1=C(C(=O)Nc2cc(C)ccn2)C(c2cnn(C)c2)C2=C(CC(c3ccccc3)CC2=O)N1 (stereo not given)	2	-2	-1.3	-9	-15	3	-4	-2
O=C(Cc1nc(=O)c2ccccc2s1)Nc1ccccc1	-4	0	.	.	.	-16	10	-3
Cc1onc(-c2c(F)cccc2Cl)c1C(=O)Nc1cccc(S(=O)(=O)NC2=NCCC2)c1	-8	0	-0.1	-1	-2	.	23	-8
COCCn1c(SCC(=O)NC2CCCCC2C)nc2ccccc2c1=O (stereo not given)	17	1	.	1	-6	4	1	-1
Cc1cccc(OCC(=O)OCC(=O)N2CCCc3ccccc32)c1C	-2	8	-0.4	-2	-5	.	.	1
CCCn1c(NC(=O)c2ccc(F)cc2)nc2ccccc21	-2	-3	.	3	-14	-1	4	3
COc1cc(/C=N/NC(=O)c2nnn(-c3nonc3N)c2-c2cccs2)ccc1O	-3	3	.	0	2	-9	-7	0
COc1ccc(S(=O)(=O)N(C)C[C@H]2Oc3cc(C#CC4CCCCC4)ccc3S(=O)(=O)N([C@@H](C)CO)C[C@@H]2C)cc1	-2	0	0.2	-4	4	3	-1[16.7 µM]	39
CCOC(=O)/C(C#N)=C1/C(=O)N(Cc2ccccc2)c2ccccc21	.	.	.	10	-3	73*	1	.
CSc1nsc(/C=C/Nc2ccc(C)c(C)c2)c1C#N	-13	7	.	-6	-31	-13	9	-1
CCOC(=O)c1[nH]cnc1C(=O)NC1CCCCC1	11	1	.	.	.	2	-9	-1
COc1ccc(CN(C)C[C@H]2Oc3c(NS(=O)(=O)c4c(C)noc4C)cccc3C(=O)N([C@H](C)CO)C[C@H]2C)cc1	0	3	0.2	2	0	4	-10[16.7 µM]	-5
Nc1ccccc1CNc1nc(NCCO)nc2c1ncn2CCN1CCOCC1	-1	-2	0.0	3	-10	-2	1	1
CN(C)C(=O)c1ccc(-c2ccccc2[C@H]2[C@@H](C#N)N(C(=O)C3CCC3)[C@H]2CO)cc1	.	.	0.0	-1	-2	-5	.	.
COc1ccc(NC(=O)Nc2ccc3c(c2)C(=O)N([C@H](C)CO)C[C@@H](C)[C@@H](CN(C)C(=O)NC(C)C)O3)cc1	13	1	0.0	-1	9	4	-7[16.7 µM]	3
COC(=O)Nc1ccc(S(=O)(=O)Nc2cc(C(F)(F)F)c[nH]c2=O)cc1	3	31*	.	2	4	9	5	0
C[C@H]1CN([C@@H](C)CO)C(=O)c2cc(/C=C/c3ccccc3)cnc2O[C@@H]1CN(C)C(=O)Nc1ccc(C(F)(F)F)cc1	0	3	0.7	0	21	9	.	-11
COc1ccccc1-c1noc(CCC(=O)Nc2ccccc2Cl)n1	-7	-5	.	-5	-14	-3	0	0
O=S(=O)(Cc1ccccc1)N1CCCCC1	-5	-4	.	.	.	7	-4	0
COc1ccc(CN2C(=O)c3ccccc3C(/C=N\OCc3ccc(F)cc3)C2=O)cc1 (stereo not given)	-4	-9	.	.	.	-2	-8	5
O=C(CSc1ccc(-c2cccnc2)nn1)N1CCCCCC1	-13	-6	.	-3	-9	5	-5	1
O=C(Nc1nc2cc3c(cc2s1)OCO3)C1CC1	5	5	0.2	1	-8	-9	4	-1
C[C@@H]1CCCCO[C@H](CN(C)C(=O)c2ccccc2)[C@@H](C)CN([C@H](C)CO)C(=O)c2cc(NC(=O)Cc3ccccc3)ccc2O1	8	0	-0.4	-1	-2	-5	0[16.7 µM]	-6
O=C(CC1SCCNC1=O)Nc1cc(Cl)cc(Cl)c1 (stereo not given)	4	2	.	.	.	1	0	0
CCOC(=O)N1CCN(C(=O)c2ccc3ccccc3c2)CC1	-10	6	.	0	-6	13	-4	0
COc1ccccc1NC(=O)CSc1nnc(Cn2cnc3ccccc32)o1	.	.	0.0	2	-6	3	.	.
O=C(Cn1cc([N+](=O)[O-])cn1)NCc1ccccc1	3	-2	.	-1	-8	-1	3	9
CCOC(=O)N1CCC(N(CCN(C)C)C(=S)Nc2cc(Cl)ccc2C)CC1	.	0	0.1	-1	-10	5	16	2
COc1ccc(OC2C(=O)N(Cc3ccc(F)cc3)C2c2ccc(OC)c(OC)c2)cc1 (stereo not given)	5	-1	.	10	1	-25	6	0
N/C(=N\OC(=O)c1ccco1)c1ccc(Cl)cc1	-4	-3	-5.7	6	-5	1	-7	-1
COc1cccc(C(=O)NCCCNC(=O)c2cccc(OC)c2)c1	-7	2	.	-4	-16	-3	-1	0
CCc1cccc(C)c1NC(=O)COC(=O)Cn1c(C)csc1=O	.	.	-0.1	-4	-8	9	1	.
C[C@@H]1CN([C@@H](C)CO)C(=O)Cc2cc(NC(=O)CCN3CCOCC3)ccc2O[C@@H]1CN(C)S(=O)(=O)c1ccc(F)cc1	-5	8	-0.1	-2	-3	5	-6[16.7 µM]	-2
COc1ccc(NC(=O)Nc2ccc3c(c2)[C@H]2C[C@H](CC(=O)N4CCCCC4)O[C@@H](CO)[C@H]2O3)cc1	-5	0	0.1	-3	1	-7	-4[16.7 µM]	-56
O=S(=O)(Nc1ccc2c(c1)oc1ccccc12)N1CCCC1	-5	-10	.	.	.	1	28	0
CC(Oc1ccc2c(-c3ccccc3)cc(=O)oc2c1)C(=O)NCc1ccccn1 (stereo not given)	0	1	.	0	2	0	-27	-1
COc1ccc(CC(=O)Nc2ccc(-c3nnc(-c4ccccc4)o3)cc2)cc1OC	8	1	.	-7	-14	-43	5	-1
Cc1ccc(C)c(N(C)S(=O)(=O)c2ccc3[nH]cc(C(=O)NCCN4CCOCC4)c(=O)c3c2)c1	-5	-1	.	.	.	-8	-9	1
COCC#Cc1ccc2c(c1)O[C@H](CN(C)S(=O)(=O)c1cccc(F)c1)[C@@H](C)CN([C@H](C)CO)S2(=O)=O	14	6	-0.6	-2	-24	-10	8[16.7 µM]	-3
OC[C@H]1OC(Nc2ccc(N=Nc3ccccc3)cc2)[C@@H](O)[C@@H](O)[C@@H]1O (stereo not given in full)	1	-12	0.0	.	-14	-11	-3	-3
COc1ccc(OC)c(CCNC(=O)Cc2ccc(NC3=NC4CS(=O)(=O)CC4S3)cc2)c1 (stereo not given)	-1	-5	2.9	8	-11	-3	-5	-1
O=C(Nc1cccc(F)c1)C1CCCN(c2cnccn2)C1 (stereo not given)	5	5	8.0	6	-3	1	8	-1
Clc1ccc(-c2nnc3n2CCCS3)cc1	7	4	.	.	.	10	1	-1
Nc1nc(NCCO)nc(NCC2CCCO2)c1[N+](=O)[O-] (stereo not given)	0	0	.	0	-8	1	-5	4
CN(CCO)CCOCCOc1cccc2ccccc12	.	.	-0.1	1	10	-9	-5	.
